Assay outcomes from PubChem BioAssay.
NSD2 inh = NSD2 (human) methyltransferase inhibition. O96028. NSD2 peptide methylation, AlphaScreen, 120 min. inhibition, % at 12.5 µM. 0.54% of 310,000 active; in the data active means inhibition above about 50%
PvdQ inh = blocks Pseudomonas aeruginosa PvdQ acylase activity; 0.063% of 340,000 active; purified PvdQ acylase, fluorescence plate reader; inhibition, % at 10 µM; in the data active means inhibition above about 30%, passing the limit was not always enough;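 further: 0% = vehicle neutral wells and 100% = reference inhibitor wells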
Cardiac RTF inh = cardiac RTF calcium desensitization. P19429+P45379. IANBD-labeled cardiac RTF, Ca2+ fluorescence. inhibition, % at 7.15 µM. 0.12% of 340,000 active. AID 493244;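 active means inhibition above the mean inhibition of all tested compounds plus 3 SD, cut at about 17% in these data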;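 further: assay run at fixed EC70 calcium of 1.6 mM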
PfHsp90 yeast 2 = inhibits growth of yeast expressing Plasmodium falciparum Hsp90; S. cerevisiae expressing PfHsp90, BacTiter-Glo ATP, 48 h; yeast lacking PDR1 and PDR3 efflux regulators; inhibition, % at 9.4 µM; 0.32% of 310,000 active; AID 504621;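 active means every replicate shows inhibition above about 80%, whatever the replicate mean, limit read from the data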;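 further: 0% = DMSO neutral controls and 100% = 20 µM radicicol positive controls; yeast relying on Plasmodium falciparum Hsp90 in place of its own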
CDK5 p35 inh = blocks human CDK5/p35 kinase activity. Q00535+Q15078. 0.01% of 330,000 active. Recombinant CDK5/p35, ADP-Glo luminescence, 60 min. AID 488839. inhibition, % at 10 µM;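 active means highest replicate inhibition of at least 50% and at least 75% of replicates reaching 50%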;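 further: plate controls were DMSO neutral control for no effect and GW8510 at 10 µM for full effect; many of its hits are not listed in these tables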
Rtt109 Vps75 = blocks Candida albicans Rtt109/Vps75 acetyltransferase activity; Q5AAJ8; purified Rtt109/Vps75, ThioGlo CoA-SH fluorescence, 4 h; inhibition, % at 34.9 µM; 0.16% of 330,000 active;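 active means inhibition of at least 50% in every replicate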
Target sequence (Q5AAJ8 whole entry, looked up): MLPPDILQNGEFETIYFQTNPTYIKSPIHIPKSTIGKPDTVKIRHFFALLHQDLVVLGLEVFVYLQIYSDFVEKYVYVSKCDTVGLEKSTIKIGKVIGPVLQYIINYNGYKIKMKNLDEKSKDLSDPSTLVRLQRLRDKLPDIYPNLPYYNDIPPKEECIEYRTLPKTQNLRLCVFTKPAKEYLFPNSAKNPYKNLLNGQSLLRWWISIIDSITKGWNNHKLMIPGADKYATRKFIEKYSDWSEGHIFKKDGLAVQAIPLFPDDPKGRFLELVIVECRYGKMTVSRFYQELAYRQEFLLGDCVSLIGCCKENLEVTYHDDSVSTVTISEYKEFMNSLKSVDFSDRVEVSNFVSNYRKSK
dFosB act = enhances mouse delta FosB homodimer DNA binding | P13346 | purified delta FosB, TAMRA-CDK5 oligo fluorescence polarization; percent of positive-control signal above neutral wells | activation, % at 25 µM | 0.99% of 340,000 active | AID 493131;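 active means mean activation above about 17%, with every replicate also reaching it, limit read from the data, passing the limit was not always enough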;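 further: fluorescence polarization rise as delta FosB binds a TAMRA Cdk5 AP-1 oligo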
Target sequence (P13346 whole entry, looked up): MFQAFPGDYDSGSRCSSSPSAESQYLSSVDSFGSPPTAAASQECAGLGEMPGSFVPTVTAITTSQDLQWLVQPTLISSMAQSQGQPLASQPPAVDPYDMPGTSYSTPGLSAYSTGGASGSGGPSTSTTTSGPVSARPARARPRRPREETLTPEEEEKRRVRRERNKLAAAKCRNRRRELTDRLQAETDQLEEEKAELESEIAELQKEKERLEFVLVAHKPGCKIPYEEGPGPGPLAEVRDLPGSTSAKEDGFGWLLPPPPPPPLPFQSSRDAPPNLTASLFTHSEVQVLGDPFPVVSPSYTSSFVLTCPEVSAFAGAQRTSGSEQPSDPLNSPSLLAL
Mot1-301 SUMO = SUMOylation pathway inhibition by Mot1-301 growth rescue; 1% of 320,000 active; growth rescue, % at 18.8 µM; S. cerevisiae Mot1-301 growth rescue, ATP luminescence, 38.5C; percent above DMSO median, 100 means doubled; AID 2716;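 active means every valid replicate shows activation above 250% relative to neutral control wells; inactive means the rest, any valid replicate at or below 250%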;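 further: OY570 slx delta 5 strain wells were the positive control but not used for scaling; some compounds called inactive have numbers as strong as hits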
cardiac RTF act = cardiac RTF calcium sensitization. P19429+P45379. 0.24% of 340,000 active. activation, % at 7.2 µM. IANBD-labeled TnC RTF fluorescence at EC20 calcium; 0% EC20 calcium, 100% full calcium;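 active means activation above the mean over all tested compounds plus 3 SD, cut at about 30% in these data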;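 further: rise in fluorescence read as greater calcium sensitivity of cardiac thin filaments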
Keap1 Nrf2 FP = Keap1-Nrf2 (human) interaction inhibition | Keap1 Kelch-Nrf2 peptide fluorescence polarization, 1536-well | Q14145 | 0.15% of 340,000 active | AID 504523 | inhibition, % at 9.4 µM; in the data active means inhibition above about 12%;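 further: human Keap1 Kelch domain with fluorescein labeled Nrf2 9mer peptide probe; 0% = neutral control wells and 100% = peptide positive control; higher means more block of Keap1 binding to Nrf2 peptide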
C-LANA FP = KSHV C-LANA DNA binding inhibition; inhibition, % at 9 µM; 0.078% of 340,000 active; MBP-C-LANA/FAM-LBS DNA binding, fluorescence polarization;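 active means highest replicate inhibition at or above 60% at 9 µM, even if other replicates fall short; inactive means all replicates below 60% inhibition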;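 further: 0% = neutral control wells and 100% = 4 µM acridine orange control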
The depositor's hits bear a star; . = no result given. Compounds as they come. About 3.2% of those tested had a hit in this group.

SMILES	NSD2 inh	PvdQ inh	Cardiac RTF inh	PfHsp90 yeast 2	CDK5 p35 inh	Rtt109 Vps75	dFosB act	Mot1-301 SUMO	cardiac RTF act	Keap1 Nrf2 FP	C-LANA FP
Cc1cc(NC(c2cccnc2)c2c(C)[nH]c3ccccc23)no1 (stereo not given)	5	-11	-9	-1	-1.3	12	-11	-17	11	-2	-1.0
Cc1nnc(N/N=C/c2ccc(-c3ccc(Br)cc3)o2)n1N	.	3	-9	0	1.4	10	1	.	-3	1	-0.6
O=C(c1ccccc1)N1CCC(CC2CC(c3ccc(Cl)cc3)=NO2)(C(=O)NCC2CCCCC2)CC1 (stereo not given)	.	0	5	0	0.7	-1	-5	-5	-7	4	2.9
O=c1[nH][nH]c(C(F)(F)F)c1C=Nc1ccccc1	-3	-1	6	-5	.	5	-5	21	-3	-3	0.6
CN1C(=O)/C(=C/c2ccc(-c3ccccc3[N+](=O)[O-])o2)SC1=Nc1ccc(Cl)c(C(=O)O)c1	117*	-7	-9	-31	0.2	-1	-5	2	1	-1	10
COc1ccc(NC(=O)Cc2ccccc2)cn1	-1	-8	-9	16	1.3	-5	0	-16	18	0	6.7
CC1CCC(NC(=O)c2ccc3c(c2)S(=O)(=O)c2ccccc2C3=O)CC1 (stereo not given)	.	-10	6	6	-0.7	3	-7	111	-4	4	0.8
C/C(CC(=O)Nc1cccnc1)=N\NC(=O)C(C)Oc1ccc(Cl)cc1Cl (stereo not given)	-1	-10	-1	6	1.1	-1	4	671*	-6	-5	5.5
COc1ccc(CN(C)CC(=O)Nc2sc3c(c2C#N)CCC3)cc1OC	2	-14	-9	-4	-2.9	-4	-1	11	2	-5	-0.1
COc1ccc(N2CCN(CC(=O)Nc3cc(C)on3)CC2)cc1	0	13	-8	11	-1.0	4	8	16	1	0	-1.1
Cc1ccc(C)c(SCc2nc3sc(C(=O)O)c(C)c3c(=O)[nH]2)c1	0	4	9	-17	1.0	-11	-2	-10	-2	0	1.3
N#Cc1c(SCC(N)=O)nc2c(c1-c1ccncc1)CCCC2	-1	-16	-22	20	0.6	-3	0	-17	2	5	4.6
O=C(NNS(=O)(=O)c1ccc(F)cc1F)c1csc(-c2cccnc2)n1	54*	-13	-12	-15	-1.0	-10	0	-6	2	-2	11
CC(NC(=O)Cc1ccccc1)C1COc2ccccc2O1 (stereo not given)	.	-12	0	12	1.0	-6	6	-8	2	-5	-1.2
Cc1cc(C(=O)CSc2nc3ccccc3c(=O)[nH]2)c(C)n1CC1CCCO1 (stereo not given)	4	-13	2	5	-2.1	-4	-5	-1	2	0	1.2
CCN1CCCC1CNC(=O)C(=O)Nc1cccc(OC)c1 (stereo not given)	7	-12	10	-8	1.5	-2	1	17	-1	1	-1.2
O=C1CC2(CCN(C(=O)c3ccc(Br)cc3)CC2)Oc2ccccc21	-5	-7	-7	-10	0.8	3	4	-14	-5	4	-0.1
COC(=O)CCCC(=O)NC1CCCc2c1cnn2-c1ccc(F)cc1F (stereo not given)	-5	-5	0	7	2.3	2	1	0	-6	1	2.3
CCNc1nc(N2CCCC2)nc(N2CCCC2)n1	-2	8	1	0	1.5	0	-4	-17	0	-1	0.7
Cc1cc(SCC(=O)NCCC2=CCCCC2)nc2ccccc12	6	7	1	-27	0.5	14	-2	-11	0	-8	0.1
CCOC(=O)c1ccccc1NC(=O)CSc1ccccc1	-1	-20	2	-2	-2.7	-2	-7	5	-3	-4	-0.8
COc1ccc(CC(=O)NCc2n[nH]c(=S)n2-c2ccc(F)cc2)cc1	1	0	-2	14	-0.3	-1	-2	-10	11	-6	0.9
CCCCCC1CC(=O)C=C(C)C1C(=O)OC (stereo not given)	22	-10	-7	-14	0.3	0	-12	-7	1	-3	-0.6
CCOC(=O)C1CCCN(C(=O)c2ccc(C(=O)c3ccccc3)cc2)C1 (stereo not given)	0	-14	-10	-5	-1.3	0	0	6	-2	-4	-2.5
S=c1nc[nH]c2c1[nH]c1ccc(Cl)cc12	0	-17	-15	11	0.7	-6	-1	10	2	-5	-0.4

Reprinted from the part before: two compounds, then new ones.
SMILES	NSD2 inh	PvdQ inh	Cardiac RTF inh	PfHsp90 yeast 2	CDK5 p35 inh	Rtt109 Vps75	dFosB act	Mot1-301 SUMO	cardiac RTF act	Keap1 Nrf2 FP	C-LANA FP
CCOC(=O)C1CCCN(C(=O)c2ccc(C(=O)c3ccccc3)cc2)C1 (stereo not given)	0	-14	-10	-5	-1.3	0	0	6	-2	-4	-2.5
S=c1nc[nH]c2c1[nH]c1ccc(Cl)cc12	0	-17	-15	11	0.7	-6	-1	10	2	-5	-0.4
OC1CCN(Cc2cn(Cc3ccccc3)nc2-c2cc3ccccc3o2)CC1	1	-7	-7	-5	-1.8	-3	-11	203	5	-3	1.0
CC(C)[C@H](NC(=O)N1CC(=O)Nc2ccccc21)C(=O)N1CCC(C(=O)O)CC1	13	-12	2	-16	0.2	-12	5	1	5	-5	-0.4
Cc1nnc(SCC(=O)NCc2cccs2)n1-c1ccccc1	-1	-7	-7	.	-0.9	-5	-6	-4	7	1	-1.1
O=C(N/N=C/c1cccs1)c1cnccn1	-1	6	-1	-15	-0.1	3	-2	4	4	0	1.4
CCC(C(=O)Nc1c(C)cc(C)cc1C)N1CCCCCC1 (stereo not given)	-2	-9	4	3	-2.1	-6	-11	-5	1	-1	-2.4
O=C(c1cc(-c2ccc(O)cc2)on1)N1CCc2ccccc2C1	.	13	3	-20	1.9	15	-1	14	-4	-4	2.4
O=C(NCc1ccc2c(c1)OCO2)c1ccc(CS(=O)(=O)c2cccc(C(F)(F)F)c2)o1	1	-12	4	0	-1.0	2	-2	-4	1	-6	1.1
COc1cc2c(cc1OC)[C@H](C)N(C(=O)NCc1ccccc1)CC2	-2	6	0	-10	1.0	-4	0	-11	-6	1	0.0
CC(C)(CSc1nncn1N)NS(=O)(=O)c1ccc(Cl)cc1	-2	-4	1	-7	-2.2	-6	0	0	0	-5	-1.6
O=C(NCCCN1CCOCC1)C(c1ccccc1)c1ccccc1	-3	-6	-3	5	-2.8	2	1	391	-4	-3	-1.2
CC1c2ccsc2CCN1S(=O)(=O)c1ccccc1 (stereo not given)	-4	-4	0	-11	-0.6	-14	3	11	3	-2	0.2
Cc1cc(O)c2c(C)c(CC(=O)N3CCN(C(=O)C4COc5ccccc5O4)CC3)c(=O)oc2c1 (stereo not given)	8	11	-11	6	-2.0	13	-9	-5	-1	-6	1.5
Cc1nc(SCc2nc3ccc(Br)cc3[nH]2)c2oc3ccccc3c2n1	.	9	6	8	-0.5	0	-3	10	2	-12	-4.6
S=C(Nc1ccccc1)N1CCn2c(nc3ccccc32)C1	2	-12	-43	4	-1.9	-12	-2	-10	5	-3	-0.8
CCNC(=S)NNC(=O)CSc1nc2ccccc2[nH]1	-3	-2	1	2	0.8	7	-2	-3	0	-4	-0.7
S=c1[nH]nc(C2CC2)n1Cc1ccco1	0	-10	-1	.	-4.0	-8	-2	-18	2	-3	-1.1
CC1(C)NC(=O)N(CCCOc2ccc(Br)cc2Cl)C1=O	-4	-13	-21	.	-2.5	0	-6	4	6	-2	-1.1
O=c1cc(-c2ccccc2)nc(SCCOc2ccccc2Cl)[nH]1	-2	-13	-2	16	-0.7	.	-5	-13	5	-3	1.4
O=C1CSC(=Nc2ccccc2[N+](=O)[O-])N1	-2	-12	-2	22	-1.6	.	4	-3	5	-3	-0.2
CC(=O)c1nn(-c2ccc(Cl)cc2)c(=O)[nH]c1=O	-1	5	3	-26	1.8	-4	2	-9	-8	-2	-0.9
Cc1ccc(NC(=O)c2cccc(C(F)(F)F)c2)cc1NC(=O)c1[nH]cnc1C(N)=O	.	-6	-8	-16	0.4	-9	9	5	-4	3	0.7
O=C(NCCc1csc(-c2cccnc2)n1)c1ccccc1	.	-8	-4	0	-0.7	-2	1	14	-2	-4	-2.5
CC(=NO)c1ccc2c(c1)C(=NO)c1ccccc1-2	-30	-16	-2	-49	8.4	7	-62	.	-2	-3	0.3
CCCC1(CCC)C(=O)NC(=NCCc2ccc(OC)c(OC)c2)NC1=O	-2	-9	6	8	-0.7	.	6	8	-2	-3	-1.2
Cc1ccc(S(=O)(=O)c2nc(-c3ccc(F)cc3)oc2SCC(=O)NCC2CCCO2)cc1 (stereo not given)	-2	-14	-5	-37	-1.2	-8	3	3	0	-1	0.2

(continued)
SMILES	NSD2 inh	PvdQ inh	Cardiac RTF inh	PfHsp90 yeast 2	CDK5 p35 inh	Rtt109 Vps75	dFosB act	Mot1-301 SUMO	cardiac RTF act	Keap1 Nrf2 FP	C-LANA FP
COc1ccc(-c2[nH]ncc2CN2CCC(N3CCSCC3)CC2)c(F)c1	3	-8	6	2	0.0	2	-1	7	-4	4	1.5
O=C(N/N=C/c1cccc(Cl)c1)c1c(O)c2c([nH]c1=O)CCCC2	-3	2	-5	4	5.0	2	6	-18	-5	3	0.0
O=C1C=C(Nc2cccc(Cl)c2)CC(c2ccco2)C1 (stereo not given)	0	21	0	1	0.4	9	-8	7	6	1	0.6
Cc1nc2nc(C)c(CCC(=O)N3CCOCC3)c(C)n2n1	6	7	-2	17	-2.3	1	2	-1	-1	0	1.3
CCCN(CC(=O)Nc1cc(Cl)cc(Cl)c1)CC(=O)Nc1ccc(F)c(F)c1F	0	-11	-7	-22	-1.2	-1	-9	-13	7	-3	-5.6
